Giardia kill = Giardia lamblia killing; Giardia lamblia trophozoite viability; activity change, % at 7.66 µM, hits read low; actives 0.15% (n = 340,000); in the data active means activity change below about -80%; inconclusive means between about -30% and that limit;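 further: parasites exposed to compound for two days anaerobically before the ATP read; on the % scale 0 is the no-effect control and ±100 the full control effect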
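Viability, read as ATP luminescence: trophozoites at 100 cells/well, compound added, 48 hrs anaerobic at 37 deg C, then 15-30 min room-temperature development before reading.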
KCNH2 WT inh = blocks the wildtype human KCNH2 potassium channel; U2OS, BacMam KCNH2, thallium flux FluxOr; stronger effect = lower value; activity change, % at 1.84 µM; actives 0.37% (n = 340,000);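 active means maximum activity change below -70%; inconclusive means maximum activity change between -70% and -50%; inactive means maximum activity change above -50%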; further: on the % scale 0 is the no-effect control and ±100 the full control effect
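U2OS cells were transduced with wild-type KCNH2 virus (2.03 x 10^8 / mL) for 4 h at room temperature, then cultured overnight at 37 C. Thallium flux was read with FluxOr dye. Rate constants were normalized to DMSO controls.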
MLL CXXC-DNA inh = MLL CXXC-DNA interaction inhibition | Q03164 | MLL-CXXC / FITC-HOXA9 DNA fluorescence polarization | Potency, µM (top dose mostly 115 µM), without a hit: at the highest dose activity change, negative = inhibition, hits mostly inhibitors | actives 0.037% (n = 290,000) | AID 2662; active means well fitted inhibition curve with a large enough effect in the polarisation, with a control signal flat, not every such curve was filed as active; inconclusive means small, poorly fitted or top-dose-only effect, or effect the other way, or a change in a side signal; inactive means no such curve, though single readings can be large or run the other way; the % refers to the polarisation; further: potency means the concentration at half of the fitted maximal effect
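Purified MLL-CXXC (added from a 7 uM solution) was preincubated 5 min at ambient with pinned compounds in 50 mM Tris-HCl pH 7.5, 50 mM NaCl, 1 mM DTT, 0.05% BSA. Fluorescein-labeled HOX-A9 DNA (50 nM solution) followed, 30 min, then polarization read.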
TCR act = T cell receptor activation. primary human leukocytes, anti-CD3, IL-2 HTRF, 48 h. Potency, µM (highest dose often 9.22 µM), inactives show top-dose activation of IL-2 secretion, hits mostly activators. 330,000 tested, under 10 active. AID 504894; further: % of control where 0% means no effect
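IL-2 produced over 48 hr by a-CD3 bead-stimulated primary human leukocytes exposed to compounds was detected with a homogeneous time-resolved FRET immunoassay, 665nm acceptor signal after 320nm excitation.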
Chronic BCR inh = inhibitors of chronic active B-cell receptor signaling; Potency, µM (titrated, usually from 46.1 µM), for inactives: at the top dose ratio change, negative = lower green/red ratio, hits mostly inhibitors; ABC-DLBCL IkBa-CBG/CBR reporter, luminescence ratio, 4 h; actives 0.05% (n = 340,000); active means well fitted inhibition curve with a large enough effect in the signal ratio, with a control signal flat, not every such curve was filed as active; inconclusive means small, poorly fitted or top-dose-only effect, or effect the other way, or a change in a side signal; the % refers to the signal ratio;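 further: potency means the concentration at half of the fitted maximal effect; plate controls were basal doxycycline-induced cells for no effect and cells given 10 µM MG132 for full effect; MG132 reads +100%, hits lower the ratio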
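Cell line TMD8 (human ABC DLBCL), stably expressing tet-inducible CBG68-IkBa fusion and CBR; IMDM/0.5% FBS; cpd up to 46 uM; dox induction, 4 h, 37C/5% CO2; dual luminescence; green/red ratio; MG132 control.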
TSHR antag = antagonists of human thyroid stimulating hormone receptor; P16473; TSHR-expressing cells, TSH-stimulated cAMP HTRF, 2 h; stronger effect = lower value; activity change, negative = inhibition, % at 11.5 µM; actives 0.2% (n = 330,000); AID 504810;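 active means activity change below a set negative limit, meaning inhibition stronger than a set level, cut at about -70% in these data; inconclusive means activity change between two set negative limits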; further: on the % scale 0 is the no-effect control and ±100 the full control effect
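Competitive HTRF cAMP read-out (cryptate anti-cAMP antibody, cAMP-d2; 30 min, room temperature) in freshly harvested TSHR cells. Compounds added before TSH at EC80 (4nM final), followed by 2 hours' incubation at 37 deg C.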
Tb PFK block = blocks T. brucei phosphofructokinase. O15648. T. brucei PFK, ADP-Glo luminescence. Potency, µM (titrated, usually from 57.5 µM), for the others: at the highest dose activity, negative = inhibition, actives largely listed as inhibitors. actives 0.17% (n = 330,000). AID 485367;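 further: potency means the concentration at half of the fitted maximal effect; 0% = uninhibited 1x PFK enzyme wells and -100% = no-enzyme wells; nearly all actives have a fitted effect of over 60% in size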
Target sequence (O15648 whole entry, looked up): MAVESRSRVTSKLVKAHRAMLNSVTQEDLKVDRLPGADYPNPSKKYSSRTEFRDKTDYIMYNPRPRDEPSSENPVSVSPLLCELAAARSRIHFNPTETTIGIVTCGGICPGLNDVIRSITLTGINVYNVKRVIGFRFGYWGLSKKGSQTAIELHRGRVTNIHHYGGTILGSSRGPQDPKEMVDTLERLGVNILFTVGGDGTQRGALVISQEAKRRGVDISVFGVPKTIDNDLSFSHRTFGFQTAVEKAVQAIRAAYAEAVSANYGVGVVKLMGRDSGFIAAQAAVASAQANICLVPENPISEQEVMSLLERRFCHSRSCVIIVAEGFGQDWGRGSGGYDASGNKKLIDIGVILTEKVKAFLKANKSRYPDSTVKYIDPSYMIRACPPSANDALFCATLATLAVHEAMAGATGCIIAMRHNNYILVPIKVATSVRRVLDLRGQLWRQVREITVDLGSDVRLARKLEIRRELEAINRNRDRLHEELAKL
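1.25 nM PFK with 0.5 mM F6P and 0.1 mM ATP in 0.1 M TEA pH 8.0, 5 mM MgCl2, incubated 45 min at room temperature; ADP measured by ADP-Glo luminescence; compounds titrated up to 57 uM.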
GALK inh = inhibitors of human galactokinase; actives 0.007% (n = 270,000); AID 1868; Purified GALK, Kinase-Glo residual ATP luminescence; Potency, µM (titrated, usually from 57.5 µM), inactives show at the highest dose activity change, negative = inhibition, hits mostly inhibitors; further: potency means the concentration at half of the fitted maximal effect; on the % scale 0 is the no-effect control and ±100 the full control effect
Target sequence (P51570 whole entry, looked up): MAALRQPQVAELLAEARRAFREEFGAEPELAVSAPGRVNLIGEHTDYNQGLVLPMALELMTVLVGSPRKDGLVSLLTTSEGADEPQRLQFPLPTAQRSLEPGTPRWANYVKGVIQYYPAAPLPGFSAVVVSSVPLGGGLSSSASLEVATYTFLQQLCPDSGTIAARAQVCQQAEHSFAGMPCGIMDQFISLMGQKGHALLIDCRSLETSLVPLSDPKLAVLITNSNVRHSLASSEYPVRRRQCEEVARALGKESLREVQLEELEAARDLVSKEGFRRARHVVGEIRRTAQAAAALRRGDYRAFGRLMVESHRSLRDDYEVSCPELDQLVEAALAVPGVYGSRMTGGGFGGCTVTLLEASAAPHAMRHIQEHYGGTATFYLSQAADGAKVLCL
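Galactose (100 uM) and ATP (35 uM) were turned over by 5 nM GALK for 1 h at RT. Kinase-Glo Plus then converted the remaining ATP into a luminescent signal.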
Coupling enz = coupling enzyme interference in Giardia aldolase counter-screen; coupling enzyme system counterscreen, AmpLite Red fluorescence; AID 2472; activity change, negative = inhibition, % at 58.2 µM, hits read low; actives 0.67% (n = 290,000); in the data active means activity change below about -30%; further: on the % scale 0 is the no-effect control and ±100 the full control effect
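Activity here indicates interference with the coupling reaction, not aldolase inhibition. Compounds at 57.5 uM final met coupling enzymes for 10 min at RT; substrate and AmpLite Red detection followed, with a 525/598 nm fluorescence read after 20 min.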
AT treatment = candidate therapy for ataxia-telangiectasia; […] A-T fibroblasts, KAP-1 phosphorylation AlphaLISA; neocarzinostatin DNA damage 30 min before lysis; Potency, µM (series often up to 57.5 µM), inactives show at the highest dose activation, actives largely listed as activators; actives 0.19% (n = 320,000); AID 485349; further: potency means the concentration at half of the fitted maximal effect; % of control where 0% means no effect; nearly all actives have a fitted effect of over 45% in size
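hTERT-immortalized A-T patient fibroblasts ([…]), 500 cells/well in OPTI-MEM, 1% FBS, got compounds for 60 min, then NCS for 30 min at 37C. Lysates were then assayed for phospho-KAP-1 by AlphaLISA (anti-pKAP1 donor, anti-KAP1 acceptor beads), 6 hr at 25C.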
An asterisk follows results filed as active; ? = inconclusive; . = no result given; & = joins results of further samples; [ ] = remark or other dose. Unless noted, the call rests on the fitted dose curve; in most records, active means well fitted curve in the direction sought with a large enough effect; inconclusive means small, poorly fitted or top-dose-only effect, or another doubt; inactive means no such curve, though single readings can be large; an effect the other way counts as inactive or inconclusive.

SMILES	Giardia kill	KCNH2 WT inh	MLL CXXC-DNA inh	TCR act	Chronic BCR inh	TSHR antag	Tb PFK block	GALK inh	Coupling enz	AT treatment
O=C(COc1ccc(OCc2ccccc2)cc1)NN=C1CCCC1	-9	2	-1%	4%	-5%	18	-8%	7%	1	3%
Nn1c(SCC(=O)Nc2ccc(S(N)(=O)=O)cc2)nnc1-c1ccco1	-7	3	10%	7%	1%	-1	-4%	3%	3	-1%
Clc1ccc(OCCCNCc2ccccc2)c2ccccc12	8	9	?	-2%	5%	-1	-5%	3%	-2	2%
O=C1CCc2cc(S(=O)(=O)N3CCC(C(=O)Nc4nccs4)CC3)ccc2N1	8	-4	-4%	0%[46.1 µM]	-5%	10	0%	-3%	3	10%
O=Cc1coc2ccc3ccccc3c2c1=O	-12	-3	-14%	1%	1%	-1	-1%	5%	1	-11%
Cc1ccc(C)c(S(=O)(=O)N2CCCOC2CNC(=O)C(=O)NCCc2ccccc2)c1 (stereo not given)	-12	2	-7%	-6%	0%	-33	1%	-7%	.	-2%
COC(=O)c1ccc(OC(C)C(=O)c2ccc(C)cc2)cc1 (stereo not given)	2	3	2%	3%[46.1 µM]	?	-13	-1%	0%	0	2%
NC(=O)C1CCCNC1 (stereo not given)	13	3	?	5%	1%	34	-1%	5%	1	-54%[inhibitor]
CC(C)(C)C1=NN(C(=O)c2ccccc2)C(O)(C(C)(C)C)C1 (stereo not given)	5	-3	6%	2%	-21%	4	3%	-1%	3	11%
NS(=O)(=O)c1ccc(CNC(=O)c2cc(S(=O)(=O)N3CCOCC3)c(Cl)cc2Cl)cc1	-13	2	.	.	5%	17	0%	.	.	1%
CSc1nc(=S)n(-c2cc(C)ccc2C)c(C)c1C(C)=O	-5	5	14%	8%	-6%	-10	1%	-1%	1	3%
Cc1noc(C)c1S(=O)(=O)Nc1ccc(C(=O)N2CCc3ccccc3C2)cc1	-18	-4	-3%	-5%	1%	-12	-2%	0%	9	-1%
COc1cc2ccccc2cc1C(=O)Nc1ccc(C)cc1	29	9	4%	-7%	?	-3	0%	4%	-1	10%
CC1CCCCN1C(=O)CSc1nc2ccccc2n1CC(=O)N1CCc2ccccc21 (stereo not given)	4	-11	-2%	3%	0%	1	1%	2%	-2	6%
Cc1ccc(S(=O)(=O)CCC(=O)Nc2cccc(C)c2)cc1	10	-2	-7%	1%[46.1 µM]	0%	0	-6%	0%	-11	-1%
Cc1ccccc1NS(=O)(=O)c1ccc(C(=O)N2CCN(c3ccccc3O)CC2)cc1	22	3	?	3%	0%	-9	1%	-4%	1	9%
COC(=O)c1cc(OC)c(OC)cc1NC(=O)CSc1ccc(C)cc1	10	-17	3%	0%	6%	-4	7%	-2%	4	8%
CC(C)(C)c1ccc(S(=O)(=O)N2CCN(CC(O)CN3CCOCC3)CC2)cc1 (stereo not given)	13	-9	.	-2%[46.1 µM]	-2%	-14	8%	.	.	6%
O=C(CCC(=O)N1CCN(C(=O)c2ccco2)CC1)c1ccc(F)cc1	3	2	1%	-1%	-8%	3	-1%	0%	-1	0%
Cc1cc(C)c(OCCOCCN2CCNCC2)c(C)c1	2	17	3%	-4%	6%	1	8%	0%	3	-2%
Cc1cccc(NC(=O)c2sc(C)nc2C)c1	-8	4	10%	-1%[46.1 µM]	?	32	-4%	2%	-1	.
Cc1cnc(C(=O)OCc2ccc(COC(=O)c3cnc(C)cn3)cc2)cn1	-4	-26	-1%	-3%	3%	6	-8%	-2%	1	6%
O/N=C/c1cccn1-c1ccc(O)cc1	-13	-7	-1%	1%	-2%	14	0%	3%	10	1%
CCOc1ccc(NC(=O)CNC(=O)c2ccc(OC)cc2)cc1	7	-19	-4%	6%	0%	0	3%	0%	2	-5%
COc1ccc(S(=O)(=O)Nc2ccc(S(=O)(=O)NCC3CCCO3)cc2)cc1 (stereo not given)	3	13	0%	-3%	-18%	-6	-1%	-4%	5	5%
N/C(=N\c1nc2ccccc2o1)NC(=O)c1cccc(Cl)c1	-9	-1	3%	-6%	?	0	0%	.	2	2%
COc1ccccc1CN1CC(C(=O)NCCSc2nnnn2C)CCC1=O (stereo not given)	2	4	-6%	0%	2%	-2	-7%	4%	.	20%
COc1cccc(CNC(=O)CSCc2cnn(-c3ccccc3)c2-n2cccc2)c1OC	0	-16	21%	0%	-11%	-4	-3%	7%	3	.
CC12CCC(C(=O)NCc3ccc(Cl)cc3)(OC1=O)C2(C)C (stereo not given)	-7	-11	7%	1%	-2%	8	-5%	1%	9	2%
C=CC(COCc1ccccc1)N(C(=O)OC(C)(C)C)S(=O)(=O)c1ccccc1Br (stereo not given)	9&11	-3	2%	10%	3%	-25	0%	-1%	-3&-6	0%
Cc1ccccc1N1CCN(C(=O)c2ccccc2NC(=O)/C=C\C(=O)O)CC1	-13	0	-22%	-10%	1%	8	3%	-1%	4	-1%
O=C(CCCN=C1NS(=O)(=O)c2ccccc21)OCC(=O)c1ccccc1Cl	-18	-10	.	-1%	-4%	-12	0%	.	.	3%
CC1(C)Cc2nc(-c3ccccc3)nc(SCC(O)CO)c2CO1 (stereo not given)	1	-2	0%	-2%	0%	-31	6%	-1%	-3	6%
Cc1ccc(-n2c(-c3nn(C)c(C)c3Cl)n[nH]c2=S)cc1	17	6	5%	6%	24%	0	0%	0%	-3	-2%
COc1ccc(S(=O)(=O)N2CCCC2C(=O)Nc2ccc(O)cc2)cc1 (stereo not given)	-16	-2	2%	-1%	5%	-1	-1%	2%	-1	5%
Cc1nn(CCc2n[nH]c(=S)n2C)c(C)c1Br	-7	16	0%	.	-5%	7	-7%	1%	-3	3%

Structural class: the compounds so far with four or more nitrogen atoms
SMILES	Giardia kill	KCNH2 WT inh	MLL CXXC-DNA inh	TCR act	Chronic BCR inh	TSHR antag	Tb PFK block	GALK inh	Coupling enz	AT treatment
Nn1c(SCC(=O)Nc2ccc(S(N)(=O)=O)cc2)nnc1-c1ccco1	-7	3	10%	7%	1%	-1	-4%	3%	3	-1%
O=C1CCc2cc(S(=O)(=O)N3CCC(C(=O)Nc4nccs4)CC3)ccc2N1	8	-4	-4%	0%[46.1 µM]	-5%	10	0%	-3%	3	10%
CC1CCCCN1C(=O)CSc1nc2ccccc2n1CC(=O)N1CCc2ccccc21 (stereo not given)	4	-11	-2%	3%	0%	1	1%	2%	-2	6%
Cc1cnc(C(=O)OCc2ccc(COC(=O)c3cnc(C)cn3)cc2)cn1	-4	-26	-1%	-3%	3%	6	-8%	-2%	1	6%
N/C(=N\c1nc2ccccc2o1)NC(=O)c1cccc(Cl)c1	-9	-1	3%	-6%	?	0	0%	.	2	2%
COc1ccccc1CN1CC(C(=O)NCCSc2nnnn2C)CCC1=O (stereo not given)	2	4	-6%	0%	2%	-2	-7%	4%	.	20%
COc1cccc(CNC(=O)CSCc2cnn(-c3ccccc3)c2-n2cccc2)c1OC	0	-16	21%	0%	-11%	-4	-3%	7%	3	.
Cc1ccc(-n2c(-c3nn(C)c(C)c3Cl)n[nH]c2=S)cc1	17	6	5%	6%	24%	0	0%	0%	-3	-2%
Cc1nn(CCc2n[nH]c(=S)n2C)c(C)c1Br	-7	16	0%	.	-5%	7	-7%	1%	-3	3%

Assay outcomes as filed in PubChem.
